Dengue-2 NS5 capping = Dengue-2 NS5 methyltransferase inhibitors, primary screen, biochemical, confirmation dose response (AID 588689). Dengue-2 NS5 methyltransferase capping enzyme assay, biochemical; higher % means a stronger effect. inhibition, % at 25 µM; hits with a dose series show IC50 in µM. 0.3% of 340,000 active; in the data active = a potency from the dose series; inconclusive = inhibition above about 29% without an active follow-up result
SV40 large T antigen = TAg ATPase/helicase activity blockers – biochemical (AID 1903). SV40 large T antigen ATPase/helicase inhibition assay; higher % means a stronger effect. inhibition, % at 20 µM; hits with a dose series show IC50 in µM. 0.39% of 310,000 active; in the data active = a potency from the dose series; inconclusive = inhibition mostly from about 32% at the one dose, without a potency; inactive = the rest, 99 in 100 with inhibition below about 32%; also: strong numbers were not always called active
RSV antiviral HEp-2 = RSV antiviral activity via CPE protection, HEp-2 cells, primary 10 µM value included (AID 2391). 0.13% of 310,000 active. HEp-2 cells, RSV-induced CPE inhibition; higher % means a stronger effect. CPE inhibition, % at 10 µM, or IC50 in µM where a hit was titrated; in the data active = a potency from the dose series; inconclusive = CPE inhibition mostly from about 23% at the one dose, without a potency; inactive = the rest, 99 in 100 with CPE inhibition below about 21%; also: strong numbers were not always called active
LYP phosphatase = PTPN22 lymphoid phosphatase activity blockers – biochemical, fluorescence intensity, uHTS (AID 1779). recombinant LYP phosphatase, fluorescence intensity; higher % means a stronger effect. inhibition, % at 11.5 µM; hits with a dose series show IC50 in µM. 0.054% of 290,000 active; in the data active = inhibition above about 50%;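 also: plate controls were vehicle with enzyme for no effect and no enzyme for full effect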
AID2073 = disruptors of CaV2.2 binding to Mint1 – biochemical, HTRF (AID 2073) | HTRF protein-protein interaction, Mint1-CaV2.2; higher % means a stronger effect | inhibition, % at 20 µM, or IC50 in µM where a hit was titrated | 0.19% of 290,000 active; in the data active = inhibition mostly above about 51%, no sharp cut-off; inconclusive = no clear call, values can overlap the other calls; inactive = mostly below about 53%; also: some results filed as inactive read as strong as hits
SIAH1 antagonists = Siah-1 peptide-binding antagonists, primary screen, biochemical, fluorescence polarization, rhodamine-plectin, uHTS (AID 1817); displacement, % at 20 µM; hits with a dose series show IC50 in µM; Siah-1 / rhodamine-plectin peptide fluorescence polarization; higher % means a stronger effect; 0.02% of 290,000 active;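 active = displacement of at least 50% at 20 µM, with a fluorescence ratio check between 0.3 and a set limit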;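 also: plate controls were Siah plus tracer with DMSO for no effect and tracer alone without Siah for full effect; strong numbers were not always called active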
MgcRacGAP inhibition = MgcRacGAP GTPase-activating activity inhibitors, confirmation, biochemical, ADP Hunter fluorescence; 0.6% of 340,000 active; MgcRacGAP-stimulated Rac1 GTP hydrolysis, ADP Hunter fluorescence; higher % means a stronger effect; GST-tagged Rac1 F28L mutant substrate; one-dose inhibition, % at 30 µM; IC50 in µM for titrated hits;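 active = first-screen hits whose inhibition reached a set limit at any dose in the follow-up dose series; inconclusive = inhibition above the set first-screen limit but never retested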;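 also: fluorescence reports GDP produced by GAP-driven GTP hydrolysis; strong numbers were not always called active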
XIAP displacement = XIAP antagonists, biochemical, IAP family, fluorescence polarization (AID 1018); displacement, % at 20 µM, or IC50 in µM where a hit was titrated; XIAP BIR domain, fluorescence polarization peptide displacement; higher % means a stronger effect; 0.007% of 200,000 active; in the data active = displacement above about 50%; also: a part of the inactive calls stands beside numbers as strong as those of hits
HIV fusion peptide = inhibitors of HIV fusion peptide binding, primary screen, biochemical, uHTS, fluorescence dequenching (AID 1986). cell-free peptide binding, fluorescence dequenching, 30 min; higher % means a stronger effect. inhibition, % at 20 µM; hits with a dose series show IC50 in µM. 0.3% of 290,000 active; in the data active = inhibition mostly above about 52%, no sharp cut-off; inactive = mostly below about 76%; also: some results filed as inactive read as strong as hits
Dengue-2 NS5 capping pilot replicate = second read-out of Dengue-2 NS5 capping, no call of its own (marks repeat the call); inhibition, %; measured here: pilot screen replicate inhibition
Starred values were filed as active, the others as inactive; u = inconclusive; x = not tested or not shown.

SMILES	Dengue-2 NS5 capping	SV40 large T antigen	RSV antiviral HEp-2	LYP phosphatase	AID2073	SIAH1 antagonists	MgcRacGAP inhibition	XIAP displacement	HIV fusion peptide	others
O=C(CC1NCCNC1=O)Nc1ccc(Oc2ccccc2)cc1 (configuration not stated)	-2%	4%	-1.5%	-9%	2%	-3%	11%	-5.9%	-0.6%
CC1Cc2ccccc2N1C(=O)CCS(=O)(=O)c1cccc2nonc12 (configuration not stated)	-1%	3%	0.8%	-4%	-6%	3%	3%	-0.4%	-2.1%
C#CCNc1nc(CC)nc2c1nnn2Cc1ccccc1F	-2%	-3%	0.2%	4%	6%	1%	0%	-2.8%	4.2%
O=C(CN1C(=O)/C(=C\c2ccccc2Cl)Sc2ccccc21)NCCCN1CCOCC1	4%	11%	0.3%	-10%	4%	-4%	-3%	x	-0.4%
CCOC(=O)N1CCN(C(=O)CSc2nc3c([nH]c4ccccc43)c(=O)n2CCOC)CC1	3%	8%	3.3%	-8%	0%	1%	10%	x	-1.9%
FC(F)(F)c1cc(-c2ccco2)nc(NCc2ccccc2)n1	-15%	-2%	6.8%	-3%	20%	-5%	1%	-3.1%	19%
C/C=C/C(=O)OCC(=O)Nc1ccc(OC)c(OC)c1	-6%	8%	2.2%	-6%	7%	-5%	3%	-8.0%	-0.9%
COc1ccccc1N(Cc1ccccc1)S(=O)(=O)c1cccc(C(=O)Nc2cc(C)ccn2)c1	-3%	11%	39µM*	-4%	2%	-5%	5%	x	3.0%
CCC(=O)Nc1cccc(C2=NOC3(C2)C[C@@H](C(N)=O)N(C(=O)CC)C3)c1 (some centres not stated)	2%	4%	-0.5%	-7%	4%	-2%	6%	x	-1.6%
CC(C)(C)c1cc2cccnc2n1Cc1cccc(F)c1	-2%	18%	-0.9%	3%	11%	0%	9%	-3.1%	4.7%
CCCc1noc(-c2ccc(-c3ccccc3)cc2)n1	-14%	6%	u	-6%	-2%	2%	11%	-21%	-2.4%
CN(Cc1cccnc1)C(=O)c1cc(COc2ccc3c(c2)CCCC3)on1	-9%	27%	1.0%	-2%	8%	-4%	8%	x	-1.5%
O=S(=O)(c1ccc(Cl)cc1)c1nc(-c2ccccc2F)oc1NCCCN1CCOCC1	5%	21%	1.9%	-4%	14%	-2%	6%	x	-2.1%
CCOC(=O)/C=C1\CN(Cc2cc(OC)c(OC)c(OC)c2)S(=O)(=O)c2ccccc21	-12%	19%	-1.2%	-8%	-8%	2%	10%	x	-0.9%
CC(C)(C)n1nnnc1C(c1ccc2ncccc2c1)N1CCSCC1 (configuration not stated)	-3%	2%	0.3%	-4%	6%	2%	-8%	-1.3%	0.5%
COc1ccc(OC)c(NC(=O)c2cc(-c3cc(C)cc(C)c3O)n[nH]2)c1	-2%	5%	1.0%	0%	25%	2%	5%	x	-1.5%
O=C(Cn1ncc2c([nH]c3ccccc32)c1=O)N1CCOCC1	-1%	18%	2.7%	1%	14%	-1%	-1%	x	-0.3%
Cc1coc2c(C)c3oc(=O)c(CCC(=O)N4C[C@H]5C[C@@H](C4)c4cccc(=O)n4C5)c(C)c3cc12	1%	13%	9.2%	-8%	18%	1%	-4%	x	2.2%
CCCNC(=O)COCc1cc(-c2ccc3c(c2)OCO3)on1	-8%	8%	0.8%	2%	18%	4%	5%	x	0.6%
CSC1=NCCN1C(=O)c1cccc(Br)c1	-5%	2%	2.9%	0%	1%	1%	-1%	-0.7%	2.1%
COc1cc(Cl)c(C)cc1NC(=O)c1ccc(NS(=O)(=O)c2ccc(F)c(F)c2)cc1	-6%	-7%	1.2%	-5%	18%	1%	0%	-3.1%	-1.3%
COc1ccc(C(=O)Nc2cccc(C)c2)cc1S(=O)(=O)N1CCOCC1	-4%	11%	-0.8%	-5%	-2%	-4%	7%	-4.7%	-0.3%
Cc1cccc(-c2nc3ccccc3c(=O)[nH]2)c1	-5%	7%	4.1%	-4%	14%	2%	12%	x	1.2%
COc1ccc(NC2CCCN(C(=O)CSc3ccccc3)C2)cc1OC (configuration not stated)	2%	35%	2.3%	-6%	-21%	4%	60µM*	x	-1.3%
CCN1CCCC1CNC(=O)Cn1cc2c(n1)CCC(C)C2 (configuration not stated)	1%	4%	-0.4%	-2%	2%	0%	0%	-3.0%	3.1%
O=C(c1ccc(Cl)cc1)C1C2C(=O)N(c3ccccc3)C(=O)C2C2CCCN21 (configuration not stated)	-5%	9%	x	12%	35%	-1%	9%	-3.1%	2.6%
CCC(C)c1ccc(NC(=O)c2cnn3c(C(F)F)cc(C)nc23)cc1 (configuration not stated)	x	6%	-0.5%	0%	21%	3%	x	-8.4%	-2.2%
Cc1ccc(/C=N/Nc2cccc3cccnc23)c(O)c1	-10%	11%	5.9%	-2%	-28%	4%	7%	-3.2%	5.8%
CNC(=O)CSc1nc(-c2ccccc2)c(-c2ccccc2)o1	-5%	1%	1.0%	-4%	-5%	10%	11%	-3.0%	0.1%
CN(Cc1ccccc1)C(=O)c1nc2ccccn2c1CNCCn1cccn1	-1%	3%	1.2%	-4%	2%	-4%	7%	-3.5%	-2.2%

Sorted by formula weight (rising): eleven of the compounds above
SMILES	Dengue-2 NS5 capping	SV40 large T antigen	RSV antiviral HEp-2	LYP phosphatase	AID2073	SIAH1 antagonists	MgcRacGAP inhibition	XIAP displacement	HIV fusion peptide	others
Cc1cccc(-c2nc3ccccc3c(=O)[nH]2)c1	-5%	7%	4.1%	-4%	14%	2%	12%	x	1.2%
Cc1ccc(/C=N/Nc2cccc3cccnc23)c(O)c1	-10%	11%	5.9%	-2%	-28%	4%	7%	-3.2%	5.8%
CCN1CCCC1CNC(=O)Cn1cc2c(n1)CCC(C)C2 (configuration not stated)	1%	4%	-0.4%	-2%	2%	0%	0%	-3.0%	3.1%
O=C(Cn1ncc2c([nH]c3ccccc32)c1=O)N1CCOCC1	-1%	18%	2.7%	1%	14%	-1%	-1%	x	-0.3%
CCCNC(=O)COCc1cc(-c2ccc3c(c2)OCO3)on1	-8%	8%	0.8%	2%	18%	4%	5%	x	0.6%
CNC(=O)CSc1nc(-c2ccccc2)c(-c2ccccc2)o1	-5%	1%	1.0%	-4%	-5%	10%	11%	-3.0%	0.1%
CCC(C)c1ccc(NC(=O)c2cnn3c(C(F)F)cc(C)nc23)cc1 (configuration not stated)	x	6%	-0.5%	0%	21%	3%	x	-8.4%	-2.2%
COc1ccc(OC)c(NC(=O)c2cc(-c3cc(C)cc(C)c3O)n[nH]2)c1	-2%	5%	1.0%	0%	25%	2%	5%	x	-1.5%
COc1ccc(C(=O)Nc2cccc(C)c2)cc1S(=O)(=O)N1CCOCC1	-4%	11%	-0.8%	-5%	-2%	-4%	7%	-4.7%	-0.3%
O=C(c1ccc(Cl)cc1)C1C2C(=O)N(c3ccccc3)C(=O)C2C2CCCN21 (configuration not stated)	-5%	9%	x	12%	35%	-1%	9%	-3.1%	2.6%
Cc1coc2c(C)c3oc(=O)c(CCC(=O)N4C[C@H]5C[C@@H](C4)c4cccc(=O)n4C5)c(C)c3cc12	1%	13%	9.2%	-8%	18%	1%	-4%	x	2.2%

(more compounds)
SMILES	Dengue-2 NS5 capping	SV40 large T antigen	RSV antiviral HEp-2	LYP phosphatase	AID2073	SIAH1 antagonists	MgcRacGAP inhibition	XIAP displacement	HIV fusion peptide	others
CC(=O)c1c(Nc2ccc3c(c2)OCCO3)oc(C)cc1=O	-20%	16%	-0.9%	-1%	8%	2%	54µM*	0.7%	-0.5%
CCCCOC(=O)C1=C(C)Nc2ncnn2C1c1ccc(OC)c(OC)c1OC (configuration not stated)	-3%	3%	-0.7%	-3%	1%	-6%	0%	-5.3%	1.0%	Dengue-2 NS5 capping pilot replicate=2.4
COc1ccc2cc(C(=O)N3CCN(c4ccc(F)cc4)CC3)[nH]c2c1	9%	29%	0.8%	1%	-1%	2%	x	x	1.4%
c1ccc(Nc2nn[nH]n2)cc1	-1%	-5%	-1.2%	-10%	-4%	0%	1%	-6.1%	1.7%
CC1(c2ccccc2)NC(=O)N(CC(=O)N2CCOCC2)C1=O (configuration not stated)	0%	-1%	0.3%	-2%	5%	1%	9%	-2.9%	-4.1%
COc1ccc(OCCN2C(=O)c3cccc(N)c3C2=O)cc1	-1%	6%	2.9%	0%	15%	-1%	6%	x	0.0%
Cc1ccccc1C(=O)NNc1ccc(-c2csnn2)cc1	3%	12%	x	1%	-40%	3%	17%	x	-0.7%
COc1ccc(C(=O)Nc2ccc(N3CCOCC3)cc2)cc1OC	2%	9%	1.1%	-2%	-7%	-1%	2%	-1.7%	1.6%
Cc1c(C(=O)N2CCCC(C)C2)sc2ncnc(N3CCCCC3C)c12 (configuration not stated)	-5%	8%	3.4%	-6%	-6%	-5%	11%	-8.9%	-1.2%
Cn1c2ccccc2c(=O)c2c(=O)n(C3CCCCC3)c(-c3cccs3)nc21	-6%	6%	8.8%	2%	26%	5%	6%	-7.0%	-6.9%
COc1ccc(C)cc1S(=O)(=O)N1CCN(C(=O)c2ncoc2-c2ccc(F)cc2)CC1	-7%	2%	1.8%	-1%	9%	-4%	-1%	x	-1.7%
O=C(Nc1ccccc1Cl)C1CCCN(S(=O)(=O)c2cccc3cccnc23)C1 (configuration not stated)	-12%	1%	5.6%	-7%	1%	-4%	-2%	x	-0.5%
Cc1ccc(S(=O)(=O)c2c(C)cc(C)nc2Oc2cccc(C(F)(F)F)c2)cc1	-4%	2%	9.3%	2%	4%	7%	8%	-3.5%	0.8%
CCOc1ccc(CCNS(=O)(=O)c2ccc(-c3ccc(=O)[nH]n3)o2)cc1OCC	-3%	7%	1.1%	-11%	0%	10%	17%	x	2.1%
COc1ccc(C2(C(=O)NCCN3CCOCC3)CCOCC2)cc1	-1%	-3%	2.1%	-5%	4%	0%	-2%	6.2%	0.1%
Cc1ccc(C(=O)OCC(=O)N2CCCC2)cc1	-8%	10%	0.1%	-6%	1%	2%	7%	x	-1.3%
O=C(COC(=O)/C=C/c1ccc(Br)o1)Nc1ccc2[nH]c(=O)[nH]c2c1	-2%	34%	1.4%	x	x	x	13%	x	x
COc1ccc(CSc2ccc(-c3nc4ccccn4c3NCc3ccccc3)cc2OC)cc1	4%	9%	-0.1%	x	x	x	7%	x	x
Cc1cccc(NC(=O)COC(=O)c2ccccc2-c2nc3ccccc3s2)c1C	-4%	8%	9.4%	-2%	18%	3%	13%	-7.0%	0.6%
O=C(NCc1ccccc1F)C1CCN(C(=O)NCc2ccccc2)CC1	1%	5%	1.1%	-8%	-2%	1%	-9%	2.3%	0.4%
O=C1c2cccc3cccc(c23)C(=O)N1CCCSc1ncn[nH]1	-8%	5%	4.7%	7%	6%	-2%	11%	-1.8%	-0.6%
COc1ccc(C)cc1S(=O)(=O)N(CC(=O)Nc1cccc([N+](=O)[O-])c1)c1cc(C)cc(C)c1	-1%	10%	0.5%	0%	32%	-7%	6%	-4.7%	-1.2%

Assay outcomes from PubChem BioAssay.
